Screens from PubChem BioAssay.
P. falciparum M1AAP = P. falciparum M1AAP inhibitors, biochemical, fluorogenic H-Leu-NHMec substrate, 1536-well (AID 1445) | Aminopeptidase N (Plasmodium falciparum (isolate 3D7)) | recombinant M1AAP, H-Leu-NHMec fluorogenic kinetic assay; higher % means a stronger effect | one-dose inhibition, % at 30 µM; IC50 in µM for titrated hits | actives 0.42% (n = 220,000);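 active = primary inhibition above the hit cutoff, then over 50% inhibition at one or more dose response concentrations, cut at about 23% in these data, passing the limit was not always enough; inconclusive = conflicting primary data, or primary hits not chosen for dose response; inactive = low primary inhibition, or under 50% at every dose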;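 note: plate controls were DMSO full reaction for no effect and no enzyme background for full effect; strong numbers were not always called active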
UTI89 phage lysis = inhibition of K1F phage lysis, E. coli UTI89, bacterial capsule biogenesis inhibitors, alamar blue (AID 488966); E. coli UTI89 K1F phage lysis, alamar blue, 2 h; higher % means a stronger effect; inhibition, % at 100 µM, or IC50 in µM where a hit was titrated; actives 0.02% (n = 340,000);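 active = phage lysis inhibition, versus mean bacterial control, above a set limit; inconclusive = no clear call, values can overlap the other calls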;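 note: capsule biogenesis inhibitors block K1F phage lysis so surviving cells raise fluorescence; higher fluorescence means more inhibition of phage lysis; actives were called in the ten point dose series up to 300 µM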
M17LAP inhibition = P. falciparum M17LAP inhibitors, primary screen, biochemical, fluorogenic H-Leu-NHMec substrate, 1536-well (AID 1619). inhibition, % at 30 µM; hits with a dose series show IC50 in µM. recombinant M17LAP, H-Leu-NHMec fluorogenic kinetic assay; higher % means a stronger effect. Leucine aminopeptidase (Plasmodium falciparum (isolate 3D7)). actives 0.38% (n = 220,000);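 active = compound inhibiting the enzyme by more than half at any dose during confirmatory dose-response retesting; inconclusive = strong single-dose inhibitors picked by rank but not retested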;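 note: plate controls were full reaction with DMSO carrier for no effect and no enzyme background for full effect; strong numbers were not always called active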
Insulin prom up = insulin promoter activators in MIN6 cells, imaging, high-content screening, mouse beta cells. MIN6 insulin promoter-GFP reporter; active compounds read high. z-score at 5 µM. actives 0.3% (n = 190,000);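 active = z-score above 3 at 5 µM with at least 500 cells counted in the well; inconclusive = wells under 500 cells, flagged as cytotoxic or low count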
MT stabilizer = microtubule stabilizers in HeLa cells, primary screen, imaging, high-content imaging. HeLa tubulin immunostaining HCS, 24 h; share of cells brighter than vehicle mean+2SD. actives 0.83% (n = 200,000). % tubulin-high responders, % at 10 µM;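 active = plate Z-score above 3 for both tubulin-high and condensed-nucleus cell shares, with cell loss under 80%, at 10 µM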;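 note: anti alpha tubulin signal scored within the nucleus-defined area of each cell; some results filed as inactive read as strong as hits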
ER stress rescue = rescue of cells from ER stress-induced death, primary screen, 384-well, CSM14.1, thapsigargin, ATP luminescence (AID 1222). 190,000 tested, under 10 active. one-dose cellular ATP content (survival), % at 20 µM; EC50 in µM for titrated hits. CSM14.1 thapsigargin-induced death rescue, ATP luminescence; higher % means a stronger effect;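 active = EC50 below 50 µM in the dose-response confirmation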;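 note: death triggered by thapsigargin at about 15 µM added after 2 h compound pretreatment; cell ATP read after overnight thapsigargin exposure of roughly 18 to 22 hours; normalized against plate controls of thapsigargin alone and 5% DMSO vehicle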
Autophagy mod = autophagy modulators in MEF cells, primary screen, imaging, high-content, MEF GFP-LC3; calls only at 10 µM (by protocol); MEF GFP-LC3 puncta imaging; test concentration mostly 10 µM; actives 0.98% (n = 190,000);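 active = percentage of spot-positive cells more than 3 SD above its plate mean, without a fluorescence outlier flag or 80% toxicity; inconclusive = no clear call, values can overlap the other calls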;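 note: spot-positive cell cutoff set from DMSO-treated cells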
bCat nuc transl = modulators of beta-catenin nuclear translocation, primary screen, imaging, HeLa cells, immunofluorescence, high-content; nuclear translocation activity, % at 5 µM; actives 0.3% (n = 190,000);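 active = nuclear translocation activity above 50% at 5 µM, with a well cell count of 50 or more; inconclusive = wells under 50 cells across six images, flagged as toxic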;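 note: per-cell ratio of nuclear to cytoplasmic median beta-catenin stain intensity; plate controls were DMSO negative control for no effect and GSK-3 inhibitor IX positive control for full effect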
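Test system: HeLa cells, endogenous beta-catenin; Compound: single 5 µM dose plus 0.02–20 µM confirmation series; Times: compound exposure 24 h at 37°C; Signal: fluorescence imaging of beta-catenin antibody stain plus DAPI; Read-out: % activation, nuclear-to-cytoplasmic median beta-catenin signal ratio per cell.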
Dynein cargo inh = inhibitors of GR-EGFP nuclear translocation, primary screen, dynein cargo transport inhibitor project, imaging, high-content, 3617.4 mouse cells; z-score, hits read low; test concentration mostly 20 µM; stimulated with dexamethasone, 1 µM; active compounds read low; actives 0.47% (n = 220,000); AID 1381, 2008;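 active = plate z-score of nuclear minus cytoplasmic receptor signal below a set negative limit, without overly bright fluorescence or cell loss, cut at about -3.5 in these data, passing the limit was not always enough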;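 note: z-score of nuclear minus cytoplasmic ring GR-EGFP intensity difference per well; some compounds called inactive have numbers as strong as hits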
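medium = tetracycline-free induction medium containing charcoal-stripped FBS | also added = 1.0 µM final dexamethasone stimulus | schedule = 48 h induction, 1 h compound, 30 min dex at 37 °C | technique = fixed, Hoechst-stained cells imaged at 10x for EGFP | measure = GR-EGFP nuclear translocation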
Dynein cargo inh cytoplasmic EGFP = further read-out of Dynein cargo inh, marked with its call; z-score; measured here: cytoplasmic GR-EGFP intensity; active compounds read high
Dynein cargo inh nuclear GR-EGFP = second read-out of Dynein cargo inh, no call of its own (marks repeat the call); z-score; measured here: nuclear GR-EGFP intensity;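 lower value marks the stronger effect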
Dynein cargo inh cell count = also measured in Dynein cargo inh; calls as there; z-score; measured here: cell count per field
Insulin prom up cell count = further read-out of Insulin prom up, marked with its call; cell count; measured here: cytotoxicity, nuclei count;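 total cells summed across four imaged fields per well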
bCat nuc transl cell count 5 µM = second read-out of bCat nuc transl, no call of its own (marks repeat the call); cell count; measured here: cell count, cytotoxicity flag
MT stabilizer Hoechst-high % = also measured in MT stabilizer; calls as there; % Hoechst-high responders; measured here: nuclear condensation Hoechst responders;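 share of cells brighter than vehicle mean plus two SD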
MT stabilizer cytotoxicity % = recorded beside MT stabilizer, whose call it bears; toxicity, %; measured here: cytotoxicity by cell density;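 0% = mean cell density of plate MIN control wells and 100% = no cells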
Autophagy mod cell loss 18 h = also measured in Autophagy mod; calls as there; toxicity, %; measured here: cell loss, nuclei count;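 cell loss after 18 h compound exposure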
* marks the source's active call; other numbers are inactive results; i = inactive; ? = inconclusive; · = no result given; + = active, no number; [ ] = another dose, or the depositor's remark.

SMILES | P. falciparum M1AAP | UTI89 phage lysis | M17LAP inhibition | Insulin prom up | Insulin prom up cell count | MT stabilizer | MT stabilizer Hoechst-high % | MT stabilizer cytotoxicity % | ER stress rescue | Autophagy mod | Autophagy mod cell loss 18 h | bCat nuc transl | bCat nuc transl cell count 5 µM | Dynein cargo inh | Dynein cargo inh cytoplasmic EGFP | Dynein cargo inh nuclear GR-EGFP | Dynein cargo inh cell count
C=CCNC(=O)c1cc(Cl)ccc1[N+](=O)[O-] | 8% | 4.0% | 5% | -0.4 | 1358 | 2.2 | 2.2 | 1.5 | 10% | i | 7 | -8.0 | 586 | -0.24 | -0.25 | -0.097 | 0.62
COc1ccccc1NC(=O)c1cc2c(=O)n(C)c3ccccc3c2n1C | 8% | -0.2% | 5% | -0.2 | 1018 | · | · | · | · | · | · | 0.8 | 1267 | 1 | -0.094 | 1.3 | -1.6
COc1ccc(NC(=O)c2cc3n(n2)C(C(F)(F)F)CC(c2ccco2)N3)cc1 (stereo unspecified) | 14% | 0.2% | 20% | 0.59 | 1257 | 1.4 | 1.7 | 8.6 | 5.0% | i | -1 | -4.8 | 842 | 3.4 | -0.085 | 2 | -2.2
Cc1cc(=O)n2[nH]c(C(=O)O)nc2n1 | 5% | 0.4% | 6% | -0.17 | 1510 | 2.5 | 2.0 | 6.2 | 1.7% | i | 8 | -1.4 | 879 | 0.59 | -0.2 | 0.63 | 0.15
O=C(Nc1nc(-c2ccc(S(=O)(=O)N3CCCC3)cc2)cs1)C1COc2ccccc2O1 (stereo unspecified) | 10% | 0.9% | 7% | · | · | 3.7 | 2.1 | 8.7 | · | i | 14 | · | · | -1.3 | -0.21 | -0.84 | 1.4
CCOC(=O)c1ccccc1NC(=O)Cn1c(-c2nonc2N)nc2ccccc21 | -1% | 0.5% | -2% | · | · | 6.7 | 17 | 48 | -1.0% | i | 64 | 63* | 388* | 1.2 | -0.22 | 1.2 | -0.75
Cc1ccc(-c2nn(C)c(=O)c3ccccc23)cc1CN1CCCCC1 | 2% | 0.1% | -3% | · | · | · | · | · | · | · | · | 1.7 | 1345 | -0.29 | -0.27 | -0.12 | 0.25
CCN(CC)c1cc(-c2ccccc2)ncn1 | 7% | 0.6%[50 µM] | 10% | -0.51 | 1399 | 7.3 | 2.5 | 0.1 | -2.4% | i | 0 | 2.0 | 999 | -0.62 | -0.25 | -0.34 | 0.7
CCCCCn1c(CN2CCN(c3cccc(Cl)c3)CC2)nc2c1c(=O)n(C)c(=O)n2C | · | 5.6% | · | -1.2 | 818 | 3.7 | 1.2 | 5.4 | -1.3% | i | -1 | 3.0 | 808 | 3.2 | -0.25 | 0.74 | -0.95
Cc1ccccc1Cn1ccc(-c2ccc(Cl)cc2)c(C#N)c1=O | 4% | 0.6% | 8% | 0.22 | 1724 | 0.7 | 1.9 | 11 | -1.8% | i | 12 | 1.4 | 1037 | 2.4 | 0.12 | 0.53 | -1.3
Cc1ccc(C)c(N2CCN(C(c3ccc(N(C)C)cc3)c3nnnn3C(C)(C)C)CC2)c1 (stereo unspecified) | 7% | -2.7% | 4% | ? | · | 3.6 | 2.3 | 9.9 | -1.0% | i | -3 | -0.6 | 1104 | -0.8 | -0.18 | -0.57 | 0.044
Cc1noc(NS(=O)(=O)c2ccc(NC(=O)CSc3n[nH]c(-c4ccccc4)n3)cc2)c1C | 20% | 2.9% | -61% | 1.2 | 1339 | 1.8 | 1.6 | 8.5 | 1.7% | i | -2 | · | · | 0.057 | -0.26 | 0.2 | 0.53
COc1ccc(C(c2nnnn2C2CCCC2)N2CCC(C)CC2)c(OC)c1 (stereo unspecified) | 9% | 0.6% | -4% | -1.4 | 1246 | 3.6 | 1.2 | 7.9 | · | i | 2 | -0.4 | 1091 | 1.9 | -0.11 | 1.6 | -2.4
CCN(C(=O)CSc1nnc(C)n1Cc1ccccc1)C1CCS(=O)(=O)C1 (stereo unspecified) | -2% | 0.2% | -3% | -0.36 | 1237 | 8.9 | 1.0 | 5.4 | -2.0% | + | 30* | 0.1 | 1016 | -0.42 | 0.55 | -0.11 | 1.1
CCCS(=O)(=O)c1nc(S(=O)(=O)c2ccc(C)cc2)c(NCCN2CCOCC2)s1 | 3% | -0.8% | -9% | 0.32 | 1359 | 2.1 | 1.9 | 7.9 | 0.9% | i | -4 | 0.2 | 1216 | -0.46 | -0.21 | -0.24 | 0.59
CN(CC(=O)Nc1ccc(F)cc1)c1ccc(S(=O)(=O)N2CCCC2)cn1 | 3% | 0.1% | -2% | -0.73 | 1632 | 1.3 | 1.9 | 4.5 | 1.4% | i | 36 | 4.9 | 924 | 0.96 | -0.37 | -0.19 | 0.16
Nc1sccc1C(=O)c1ccc(Cl)cc1 | 20% | 0.2% | 32% | -0.29 | 1291 | 1.6 | 0.3 | 21 | · | i | 2 | 0.0 | 1092 | -1 | -0.25 | -0.18 | 1.6
COc1ccc(-n2c(=O)cc(N3CCCCCC3)[nH]c2=O)cc1 | 5% | -0.3% | 13% | 0.56 | 1306 | 3.3 | 2.5 | 8.1 | -1.0% | i | 1 | 2.9 | 544 | -0.083 | -0.27 | -0.1 | 0.58
Cc1cc(C(=O)NCCc2ccc(Cl)cc2)n(-c2ccccc2)n1 | 1% | 0.6% | -3% | -0.5 | 1134 | · | · | · | · | · | · | -0.3 | 1317 | -5.2* | 0.34* | -3.1* | -1.3*
c1ccc(-c2ccc(-c3nccc4ccccc34)[nH]2)cc1 | 6% | · | 0% | 4.4* | 1123* | · | · | · | · | · | · | 1.2 | 1362 | -4.6 | 6.7 | -0.93 | 0.69
Cc1cccc(-n2ccnc2CN2CCN(C3CCCC3)C(CCO)C2)c1 (stereo unspecified) | -2% | 0.3% | 0% | -0.46 | 1455 | 2.0 | 1.3 | 3.5 | -0.4% | i | -31 | 2.8 | 980 | -0.63 | -0.3 | -0.23 | 0.14
CC(=O)Nc1cccc(C(=O)/C=C/c2cccs2)c1 | 6% | 1.0%[50 µM] | 29% | -0.06 | 1152 | 5.3 | 1.9 | 0.9 | -4.9% | i | -1 | -3.1 | 932 | -3.7* | 0.2* | -1.7* | -0.11*
CN(C)NC1=CC(=[N+]2CCCC2)CC(C)(C)C1 | 1% | 0.9% | -2% | -0.22 | 1235 | 3.7 | 2.2 | 8.4 | -1.9% | i | 4 | -1.8 | 1063 | 0.41 | -0.31 | 0.39 | -0.43
COc1cccc(C(=O)Nc2nc(-c3ccncc3)cs2)c1 | 2% | 0.0% | -6% | -0.05 | 1145 | 2.7 | 2.6 | 6.4 | -1.3% | i | 2 | -2.6 | 1130 | 0.087 | -0.15 | -0.25 | -0.89
O=C(O)CSc1nnc(-c2ccncc2)n1Cc1ccccc1 | 7% | -0.2% | -5% | · | · | 1.7 | 2.1 | 6.0 | 2.5% | i | 24 | -5.0 | 999 | -0.66 | -0.43 | -0.26 | 0.93
O=C(Nc1nnc(-c2ccco2)s1)C1CCN(S(=O)(=O)c2ccc(Cl)cc2)CC1 | 9% | -0.3% | 7% | -0.37 | 1435 | 6.8 | 4.9 | 8.1 | -0.4% | i | 1 | -4.0 | 1014 | -0.48 | -0.2 | 0.019 | 0.2
CCS(=O)(=O)c1ccc2oc(SCC(=O)Nc3ccc(OC)cc3)nc2c1 | 0% | 0.2% | -2% | 0.35 | 1223 | 2.4 | 2.6 | 5.0 | · | i | 2 | 1.7 | 1061 | -0.11 | -0.33 | -0.13 | -0.059
O=C(Nc1ccc(Cc2ccncc2)cc1)c1ccc(S(=O)(=O)N2CCCC2)cc1 | -1% | 1.1% | 4% | -1.1 | 997 | 1.7 | 2.9 | 0.7 | 0.7% | i | 15 | -2.8 | 1013 | -0.49 | 0.54 | -0.22 | -0.25
O=C(Nc1ncc2c(n1)-c1ccccc1CC2)c1cccs1 | -3% | -1.0% | -4% | -0.87 | 1246 | 4.6 | 3.1 | 7.1 | -0.8% | i | -3 | -0.7 | 1126 | 1.8 | -0.24 | 1.1 | -1.6

Of the compounds above, these have a COOH group.
SMILES | P. falciparum M1AAP | UTI89 phage lysis | M17LAP inhibition | Insulin prom up | Insulin prom up cell count | MT stabilizer | MT stabilizer Hoechst-high % | MT stabilizer cytotoxicity % | ER stress rescue | Autophagy mod | Autophagy mod cell loss 18 h | bCat nuc transl | bCat nuc transl cell count 5 µM | Dynein cargo inh | Dynein cargo inh cytoplasmic EGFP | Dynein cargo inh nuclear GR-EGFP | Dynein cargo inh cell count
Cc1cc(=O)n2[nH]c(C(=O)O)nc2n1 | 5% | 0.4% | 6% | -0.17 | 1510 | 2.5 | 2.0 | 6.2 | 1.7% | i | 8 | -1.4 | 879 | 0.59 | -0.2 | 0.63 | 0.15
O=C(O)CSc1nnc(-c2ccncc2)n1Cc1ccccc1 | 7% | -0.2% | -5% | · | · | 1.7 | 2.1 | 6.0 | 2.5% | i | 24 | -5.0 | 999 | -0.66 | -0.43 | -0.26 | 0.93
